Screening results (PubChem)
Lipid storage S3: qHTS Assay for Lipid Storage Modulators in Drosophila S3 Cells; Drosophila S3 cells, BODIPY lipid droplet fluorescence, 18-24 h; cells fed with added oleic acid; Potency in µM for hits, for the others lipid storage change, negative = inhibition, % at the top dose, mostly 46.1 µM; 320,000 tested, 0.64% active; active = well fitted inhibition curve with a large enough effect in the signal ratio, with a control signal flat, not every such curve was filed as active; inconclusive = small, poorly fitted or top-dose-only effect, or effect the other way, or a change in a side signal; the % refers to the signal ratio
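Laser-scanning cytometry quantifies lipid droplet accumulation (500–530 nm total intensity; droplet/cell object ratio) in oleic acid-fed (400 uM added) Drosophila S3 cells treated with a concentration series. 20 uM Triacsin C defined 100% inhibition.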
Lipid storage S3 cell count max: recorded beside Lipid storage S3, whose call it bears; cell number change, %; measured here: cell count max response;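 cells counted by Cell Tracker Red CMTPX staining in the red channel; peak over a dose series mostly up to 46.1 µM; percent activity relative to internal control wells on each plate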
The depositor's hits bear a star; i = inactive; ? = inconclusive; . = no result given. % is scaled to controls: 0 for no effect and ±100 for the full control effect; potency is read from the fitted curve at half-maximal effect. An excerpt; count on the stated rates, not on these rows.

Lipid storage S3	Lipid storage S3 cell count max	structure
2%	-1	CCCc1c(C(=O)Nc2ccc(N3CCOCC3)cc2)cnn1-c1ccccc1
?	.	CC(C)CN1C(=O)/C(=C(/C#N)C(=O)NC2CCCCC2)c2ccccc21
-8%	9	CC(C)C(C)(C#N)NC(=O)CSc1nc2scc(-c3ccc(F)cc3)c2c(=O)n1Cc1ccccc1 (centres undefined)
?	.	COc1ccc(N2CCN(C(=O)CCCCCn3c(=S)[nH]c4cc5c(cc4c3=O)OCO5)CC2)cc1
?	.	COc1ccc(C(=O)OCC(=O)Nc2ccc3c(c2)OCCO3)c(OC)c1
?	.	CCOC(=O)Cn1c(C)nc2c(C(=O)OCC)sc(C)c2c1=O
?	.	CCCCOc1cccc(C(=O)Nc2ccc(NC(=O)c3ccco3)cc2)c1
-16%	-18	CC(=O)Nc1ccc(S(=O)(=O)Oc2ccc(N3C(=O)C4CCCCC4C3=O)cc2)cc1 (centres undefined)
?	.	CC(C)(C)OC(=O)NCCCC[C@@H](C(=O)NCCCCCCCCCCC(=O)N1CCN(C(=O)OC(C)(C)C)CC1)n1cc(CCCC(=O)O)nn1
7%	16	CCCCn1c(=S)[nH]c2c(oc3ccc(Cl)cc32)c1=O
?	.	O=C(COC(=O)c1cccs1)NCc1ccc2c(c1)OCO2
8%	7	Cc1cccc(CC2SC(N3CCN(c4ccccc4)CC3)=NC2=O)c1 (centres undefined)
-15%	.	CCOC(=O)CC1C(=O)NCCN1S(=O)(=O)c1ccc(Cl)cc1 (centres undefined)
5%	.	Cc1ccc(F)cc1NCC(=O)Nc1ccc(Br)cc1
?	.	O=C(COC(=O)c1ccc(O)cc1O)Nc1nnc(-c2ccccc2)o1
0%	16	Cc1nc(C(C)NC(=O)CCc2nnc(CCCc3ccccc3)o2)c(C)s1 (centres undefined)
?	.	O=CN1CCN(S(=O)(=O)c2ccc(Cl)c(C(=O)O)c2)CC1
?	.	CCOc1ccc(CCNC(=O)COC(=O)c2ccc(F)c(S(=O)(=O)N3CCOCC3)c2)cc1OCC
6%	-20	Cc1ccc(C)c(NC(=O)C2C3CCCC2C3c2ccccc2)c1 (centres undefined)
?	.	O=C(CN1C(=O)NC2(CCCCC2)C1=O)N1CCN(S(=O)(=O)c2cccc([N+](=O)[O-])c2)CC1
?	.	COc1cccc(-c2c(-c3cc(OC)cc(OC)c3)n(C)c3ccc(-c4cnc(OC)nc4)cc23)c1
i	20	COc1ccc(S(=O)(=O)n2cnc3ccccc32)cc1OC
?	.	O=C(N/N=C/c1ccco1)c1csc2c1CCCC2
24%	.	CCC1(c2ccccc2)NC(=O)N(CC(=O)NNC(=O)CCN2CCN(c3ccccc3)CC2)C1=O (centres undefined)
?	.	CCN(CC)CCNC(=O)C(C(=O)c1ccccc1)n1ccccc1=O (centres undefined)
-1%	0	CC(NC(=O)/C=C/c1ccc(Br)cc1)c1ccc(Cl)cc1 (centres undefined)
14%	2	O=C(Nc1ccc(F)cc1F)Nc1ccc(F)cc1F
?	.	CC1(NC(=O)Cc2ccc(S(=O)(=O)N3CCOCC3)s2)CCS(=O)(=O)C1 (centres undefined)
?	.	COc1cc(CNn2nnnc2N)cc(Br)c1OCc1c(Cl)cccc1Cl
?	.	Cc1ccsc1C(=O)OCC(=O)c1cc(C)n(CC2CCCO2)c1C (centres undefined)
?	.	CNC(=S)/N=C(/Nc1ccccc1)c1ccccc1
25%	-1	CCNC(=O)n1nccc1C(C)Oc1cccc(C(F)(F)F)c1 (centres undefined)
?	.	Cc1nc2c(C(=O)N3CCCC3)cnn2c(C)c1Cc1c(F)cccc1Cl
23%	-20	CC1CCCN(S(=O)(=O)CCNC(=O)c2ccccc2)C1 (centres undefined)
12%	6	Cc1cc(/C=C(\C#N)C(=O)O)c(C)n1-c1ccc(Br)cc1
19%	.	O=C(Nc1ccc(O)cc1)C1CCCN1S(=O)(=O)c1ccc(F)cc1 (centres undefined)
?	.	COC(=O)c1sc2cc([N+](=O)[O-])cc(SCC(C)C)c2c1N
-10%	-15	O=C(O)Cc1ccc(NC(=S)NCc2ccco2)cc1
?	.	CC(=O)c1sc(=S)n(-c2ccc(Cl)cc2)c1C
9%	-7	CCCC(C)c1nnc(NC(=O)CS(=O)(=O)Cc2ccccc2)s1 (centres undefined)
?	.	O=C(NNC(=O)c1ccc(Oc2ccc(C3SCCS3)cc2)o1)c1ccc(Cl)cc1
?	.	COC(=O)Nc1ccc(S(=O)(=O)N2CCC(C)CC2)cc1
?	.	CN(C(=O)COC(=O)CNC(=O)c1cccs1)c1c(N)n(Cc2ccccc2)c(=O)[nH]c1=O
?	.	Cc1cccc(C(=O)N2CCC(=O)N(C(COCc3cccc(C(F)(F)F)c3)Cc3ccccc3)CC2)c1 (centres undefined)
?	.	O=C(c1ccc(Cl)c(S(=O)(=O)N2CCCCC2)c1)N1CCCCC1
?	.	CC(=O)N[C@@H](Cc1ccc(O)cc1)CN1C(N)=NC[C@@H]1CC(C)C
?	.	Cc1ccc(-c2nnc(SCC(=O)N3CCOCC3)nc2-c2ccc(C)cc2)cc1
8%	-2	COc1ccccc1CNC(=O)C1CCC(CNS(=O)(=O)c2ccc(C)cc2)CC1 (centres undefined)
?	.	CCCN(CC(=O)Nc1ccc(F)c(F)c1F)C(=O)c1ccc2c(=O)n3c(nc2c1)CCC3
?	.	Cc1cc(Br)ccc1NC(=O)CNC(=O)c1ccc(-n2cncn2)c([N+](=O)[O-])c1

The list goes on.
Lipid storage S3	Lipid storage S3 cell count max	structure
10%	-1	Cc1cc([N+](=O)[O-])nn1CC(=O)N/N=C/c1ccccc1Br
-6%	-11	O=C(C1CCN(Cc2ccc(F)cc2)CC1)N1CCN(C/C=C/c2ccccc2)CC1
-15%	-8	Cc1nc(N)c(C#N)c(-c2ccccc2Cl)c1C
?	.	COc1ccccc1CCNC(=O)C(=O)NCC1OCCN1S(=O)(=O)c1ccc(Cl)cc1 (centres undefined)
19%	5	O=C(CN(CC1CCCO1)C(=O)CNS(=O)(=O)c1ccccc1)NCc1ccco1 (centres undefined)
i	-6	N#C/C(=C\c1cc(Br)ccc1F)C(=O)NC1CC1
-5%	.	c1ccc(CSc2ccc3nnc(-c4ccccn4)n3n2)cc1
?	.	Cc1ccc(NC(=O)C(=O)NCCCN2CC(C(=O)O)CC2=O)cc1 (centres undefined)
?	.	C=C(C)CC(Nc1ccc(OC)cc1)c1ccco1 (centres undefined)
?	.	Cc1cc(C)c2cc(C#N)c(SCC(=O)NCc3ccco3)nc2c1
0%	-18	COc1cccc(NC(=O)c2ccc(NCCCN3CC(C)CC(C)C3)c([N+](=O)[O-])c2)c1 (centres undefined)
?	.	CC(C)c1ccc(NC(=O)Cn2ncc3ccccc32)cc1
-2%	-16	CC(=O)c1c(OC(=O)c2ccccc2)c2ccccc2n1C
?	.	COc1cc2c(cc1OC)C(COc1ccc(F)cc1)NCC2 (centres undefined)
7%	-22	O=C(NC1CCCCC1)c1ccc(OC2CCN(Cc3ccccn3)CC2)cc1
-9%	-17	O=c1[nH]c2ccccc2nc1C(Nc1ccccc1)c1ccccc1 (centres undefined)
?	.	CCCc1ccc(OCCNC(=O)CC)cc1
19%	-21	Cc1nnc(SCc2cnc(-c3ccc(C(C)C)cc3)s2)n1C
-19%	.	Cc1c(C)n(C)c2ccc(C(=O)NCCCN3CCCCC3C)cc12 (centres undefined)
?	.	COc1ccc(C2(CNC(=O)c3ccccc3)CCOCC2)cc1
i	.	CC(=O)NCCC(=O)Nc1ccc(C)c(F)c1
?	.	CCC(C)(C)C1CCc2[nH]nc(C(=O)N/N=C(\C)c3ccco3)c2C1 (centres undefined)
-28%	.	O=C(/C=C/c1ncc(C(F)(F)F)cc1Cl)OCc1ccccc1
i	1	Cc1ccccc1NS(=O)(=O)c1cc2c(cc1C)N(C)CCO2
1%	18	CCOC(=O)N1CCN(C(=O)C2CCN(Cc3cccc(OCc4ccccc4)c3)CC2)CC1
0%	3	CC1CCN(S(=O)(=O)c2cn(CC(=O)N3CC(C)CC(C)C3)c(=O)c3ccccc23)CC1 (centres undefined)
4%	-17	CCOC(=O)CCC(=O)N(CCN(C(=O)CCC(=O)OCC)c1ccccc1)c1ccccc1
?	.	COc1ccc(S(=O)(=O)Nc2cc(C(=O)NCCC(C)C)ccc2N2CCOCC2)cc1
?	.	Cc1nn(C)c(C(=O)NC(=S)Nc2ccccc2O)c1Cl
-14%	-12	CCCCNC(=O)N(O)C1N(/N=C/c2ccccc2OC)C(=S)SC1(C)C (centres undefined)

Complete entries as entered above. Values in the order: Lipid storage S3, Lipid storage S3 cell count max
Entry for COc1cccc(NC(=O)c2ccc(NCCCN3CC(C)CC(C)C3)c([N+](=O)[O-])c2)c1 (centres undefined) = 0%, -18
Entry for N#C/C(=C\c1cc(Br)ccc1F)C(=O)NC1CC1 = i, -6
Entry for COc1ccc(C2(CNC(=O)c3ccccc3)CCOCC2)cc1 = ?, .
Entry for CCCCOc1cccc(C(=O)Nc2ccc(NC(=O)c3ccco3)cc2)c1 = ?, .
Entry for O=C(CN(CC1CCCO1)C(=O)CNS(=O)(=O)c1ccccc1)NCc1ccco1 (centres undefined) = 19%, 5

(cont.)
Lipid storage S3	Lipid storage S3 cell count max	structure
i	.	CCc1nnc(NC(=O)CSc2nnc3ncccn23)s1
?	.	O=C(O)c1cccc(NS(=O)(=O)c2ccc(Cl)c(C(=O)O)c2)c1
?	.	COc1ccc(C2C(C(=O)c3ccc(C)o3)=C(O)C(=O)N2Cc2ccco2)cc1OC (centres undefined)
-3%	12	COc1ccc(NC(=O)Nc2ccc(Br)cn2)cc1OC
-17%	14	CC(=O)c1cccc(NC(=O)/C(=C/c2ccco2)NC(=O)c2ccco2)c1
6%	13	O=C(/C=C/c1ccc(N2CCOCC2)cc1)c1ccccc1
?	.	COC(CNC(=O)c1ccc2c3c(onc13)-c1ccccc1C2=O)OC
8%	10	Cc1nn(CCS(=O)(=O)c2ccc(Cl)cc2)c(C)c1Br
13%	-12	CC1CN(C(=O)CSc2nnc(-c3ccccc3)o2)CC(C)O1 (centres undefined)
i	.	Cc1ccc(NC2=C(Cl)C(=O)OC2OC(C)C)cc1 (centres undefined)

Five structures out of the list, arranged by formula weight, rising:
Lipid storage S3	Lipid storage S3 cell count max	structure
i	.	Cc1ccc(NC2=C(Cl)C(=O)OC2OC(C)C)cc1 (centres undefined)
13%	-12	CC1CN(C(=O)CSc2nnc(-c3ccccc3)o2)CC(C)O1 (centres undefined)
-3%	12	COc1ccc(NC(=O)Nc2ccc(Br)cn2)cc1OC
8%	10	Cc1nn(CCS(=O)(=O)c2ccc(Cl)cc2)c(C)c1Br
?	.	COc1ccc(C2C(C(=O)c3ccc(C)o3)=C(O)C(=O)N2Cc2ccco2)cc1OC (centres undefined)

The list goes on.
Lipid storage S3	Lipid storage S3 cell count max	structure
?	.	O=S(=O)(c1cccc2cccnc12)N1CCCCC1
i	.	CC(C(=O)Nc1ccccc1-c1ccccc1)N1CCN(Cc2ccccc2)CC1 (centres undefined)
?	.	CN(C)CCNc1ncnc2c1sc1nc(-c3ccccc3)c3c(c12)CCCC3
18%	.	COc1cc2[nH]c(C(=O)NCC3CCCO3)cc2c(OC)c1OC (centres undefined)
?	.	CCCN(CCC)C(=O)CCSCCC(=O)N(CCC)CCC
?	.	COc1ccc(C2=NN(C(=O)CSc3nnc(-c4ccccc4F)o3)C(c3ccco3)C2)cc1 (centres undefined)
?	.	COc1ccc(OC)c(C(=O)/C=C/c2ccccc2C(F)(F)F)c1
i	-7	O=C(CCCN1C(=O)/C(=C/c2ccccc2)SC1=S)Nc1ccc(C(=O)O)c(O)c1
?	.	CC(=O)c1cccc(NC(=O)COC(=O)c2ccccn2)c1
?	.	CCC1(c2ccccc2)NC(=O)N(CC(=O)NCc2ccc(F)cc2)C1=O (centres undefined)

Looked up by compound from the list above:
Lipid storage S3	Lipid storage S3 cell count max	structure
?	.	CC(=O)c1cccc(NC(=O)COC(=O)c2ccccn2)c1
?	.	O=S(=O)(c1cccc2cccnc12)N1CCCCC1

(listing goes on)
Lipid storage S3	Lipid storage S3 cell count max	structure
17%	1	O=C(NNS(=O)(=O)c1ccc(Cl)cc1)c1cccc(S(=O)(=O)N2CCOCC2)c1
12%	2	O=C(N/N=C/c1c[nH]c2ccccc12)c1cccc([N+](=O)[O-])c1
i	7	O=C(COc1ccc(S(=O)(=O)N2CCCC2)cc1Cl)NCc1ccc2c(c1)OCO2
?	.	O=C(Nc1cccnc1Cl)c1ccc(=O)oc1
1%	1	CCOC(=O)Cn1nc(C)c(NC(=O)COc2ccc(OC)cc2)c1C
?	.	O=C(NNC(=S)Nc1ccc(F)cc1)c1ccccc1OC(F)F
?	.	CC(=O)Nc1ccc(S(=O)(=O)NCC(=O)OCC(=O)N2CCc3ccccc32)cc1
i	-7	Cc1ccc(OC(C)C(=O)N/N=C/c2ccccn2)cc1 (centres undefined)
?	.	Cc1c(C(=O)NCc2ccoc2)oc2ccc3c(c12)C(=O)CC(C)(C)O3
4%	-2	COc1ccccc1C(=O)N1CCN(Cc2ccc3c(c2)OCO3)CC1
